High-throughput results as filed in PubChem BioAssay.
IMP-1 inhibitor = inhibitors of Pseudomonas aeruginosa IMP-1 metallo-beta-lactamase | purified IMP-1, nitrocefin hydrolysis, epi-absorbance fluorescence | AID 1556 | actives 0.45% (n = 290,000) | inhibition, % at 5.6 µM;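 active = inhibition above the mean plus 3 SD of all compounds in the same screening run, cut at about 4.5% in these data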;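 also: 0% = IMP-1 with DMSO and 100% = DMSO wells lacking enzyme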
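assay system = purified recombinant IMP-1 metallo-beta-lactamase enzyme | schedule = 15 min preincubation plus 25 min reaction at 25 °C | signal = Epi-absorbance fluorescence, 480 nm excitation, 530 nm emission | read-out basis = percent inhibition from optical density relative to buffer-blank wells | controls = IMP-1 with DMSO as 0%, enzyme-free DMSO as 100%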
IDE cell inh = inhibitors of human insulin-degrading enzyme in cells | P14735 | HEK cells, FAbetaB cleavage, fluorescence polarization | inhibition, % at 5.59 µM | actives 0.41% (n = 320,000);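 active = percent inhibition above the average of all tested compounds plus 3 SD, set per screening campaign, cut at about 16% in these data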;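 also: IDE supplied by intact live HEK cells; FP after avidin binding of uncleaved biotin substrate so inhibition keeps polarization high; 0% = DMSO wells and 100% = 60 µM reference IDE inhibitor Ii1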
VIM-2 inhibitor = blocks Pseudomonas aeruginosa VIM-2 metallo-beta-lactamase; purified VIM-2, nitrocefin hydrolysis, epi-absorbance fluorescence; inhibition, % at 5.6 µM; actives 0.89% (n = 290,000); AID 1527;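 active = inhibition above the mean of all tested compounds plus 3 SD, cutoff set per screening run, cut at about 7.5% in these data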;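 also: red hydrolysis product quenches plate fluorescence so inhibitors raise well fluorescence; 0% = enzyme with DMSO and 100% = DMSO without enzyme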
HCV NS3 hel inh = blocks Hepatitis C virus NS3 helicase unwinding; inhibition, % at 10.9 µM; NS3 helicase DNA unwinding, Cy5 molecular beacon fluorescence; actives 0.56% (n = 290,000);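 active = inhibition above the mean of all tested compounds plus 3 SD, set per campaign, cut at about 35% in these data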;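 also: 0% = DMSO wells and 100% = thioflavine S control wells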
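Material: hepatitis C virus NS3 helicase domain fragment enzyme; measured by: Cy5 fluorescence, 0 and 60 min reads; control set: DMSO and thioflavine S; incubation: 60 min unwinding reaction at 25 °C after ATP addition; read-out basis: % inhibition from 60/0 min fluorescence ratio, DMSO 0%, thioflavine S 100%; repeats: singlicate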
PfM18AAP inh = PfM18AAP enzyme inhibition. recombinant PfM18AAP, H-Glu-NHMec fluorogenic cleavage. inhibition, % at 7.35 µM. actives 1.2% (n = 290,000). AID 1822;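 active = inhibition above the campaign mean inhibition over all tested compounds plus 3 SD, cut at about 28% in these data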;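 also: 0% = plate median of test compound wells and 100% = 2 mM ZnCl2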
FID counter = counter-screen for HCV NS3 helicase inhibitors: DNA intercalator displacement | inhibition, % at 7.9 µM | DNA fluorescent intercalator displacement, fluorescence | actives 0.17% (n = 290,000) | AID 1845; in the data active = inhibition above about 37%;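 also: 0% = vehicle and 100% = reference compound; higher means more ethidium bromide displaced from hairpin DNA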
pCIP destab = p/CIP protein destabilization; Q05BA5; F442A p/CIP-EGFP cells, EGFP fluorescence, 16 h; decrease of EGFP signal, % at 10 µM; actives 0.01% (n = 290,000);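 active = EGFP signal decrease of at least 30% at 10 µM or well 3 SD below plate mean, unless failing retest; inactive = the rest, including hits failing retest or dose response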; also: some compounds called inactive have numbers as strong as hits; many of its hits are not listed in these tables
SUMO HTRF inh = blocks human SUMOylation mediated by UBC9. P63279. HTRF SUMOylation assay, SAE1/SAE2 + UBC9, in vitro. inhibition, % at 35 µM. actives 0.36% (n = 290,000). AID 2006; in the data active = inhibition above about 50%, passing the limit was not always enough; also: strong numbers were not always called active
Target sequence (P63279 whole entry, looked up): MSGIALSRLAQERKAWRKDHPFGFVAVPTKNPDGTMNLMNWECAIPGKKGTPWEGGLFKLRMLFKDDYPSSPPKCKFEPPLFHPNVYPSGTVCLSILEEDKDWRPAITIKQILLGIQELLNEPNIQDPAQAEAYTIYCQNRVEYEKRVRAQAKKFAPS
IDE cell activ = activators of human insulin-degrading enzyme in cells | AID 493087 | P14735 | activation, % at 5.96 µM | HEK cells, FAbeta-B cleavage, fluorescence polarization; 0% vehicle, 100% cell-free pure enzyme wells | actives 0.073% (n = 340,000);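 active = activation above the mean of all tested compounds plus 3 SD, set per screening campaign, cut at about 17% in these data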
Numbers without * were called inactive; / = not tested or not shown.

SMILES | IMP-1 inhibitor | IDE cell inh | VIM-2 inhibitor | HCV NS3 hel inh | PfM18AAP inh | FID counter | pCIP destab | SUMO HTRF inh | IDE cell activ
O=C(NC1CCCCCC1)C1CCN(S(=O)(=O)c2ccccc2)CC1 | -1.0 | 2 | -0.8 | -5 | 7 | -10 | 2 | 13 | 4
O=C(Cc1ccc(Cl)cc1Cl)NCC1(N2CCOCC2)CCCCC1 | -2.6 | 8 | -0.1 | 4 | 1 | -4 | 4 | 18 | 1
C/C(=N\NC(=O)c1cccs1)c1ccc(C(=O)O)s1 | -2.5 | / | -1.8 | -1 | -4 | -5 | 3 | 0 | 2
O=C(O)c1cccc(-n2nnnc2SCc2ccccn2)c1 | -7.3 | 5 | -0.9 | 1 | -3 | 1 | -6 | 1 | -3
Clc1cccc(Oc2cnns2)c1Cl | -2.3 | 0 | -2.1 | 24 | 2 | 3 | -8 | 32 | 0
COc1ccc(O)c(C(=O)c2cnc3c(c2)c(C)nn3CCO)c1 | -2.2 | 2 | -1.8 | -33 | -5 | -20 | -7 | 6 | 4
COCCNC(=O)/C(C#N)=C/c1c(N2CCCCCC2)nc2ccccn2c1=O | -2.2 | 6 | -0.6 | -6 | 24 | -26 | -2 | 30 | -1
COc1cc(C)c(S(=O)(=O)NOCc2ccc([N+](=O)[O-])cc2)c(C)c1C | -2.9 | 6 | -1.5 | 6 | 3 | -9 | -5 | -8 | 2
O=C(N1CCOCC1)n1cnc2ccccc21 | -1.5 | 0 | -3.7 | 11 | 0 | -8 | -4 | 20 | 7
CCCCCC(=O)C(=O)c1ccc(O)cc1O | -1.1 | 0 | -0.7 | 0 | -4 | -1 | 4 | 14 | -2
CC(=O)Nc1ccc(NS(=O)(=O)c2ccc(Cl)c(C(=O)O)c2)cc1 | -5.3 | -5 | -2.4 | 0 | -6 | 0 | -10 | 18 | 8
CCN(CC)CCCN(Cc1cc2cc3c(cc2[nH]c1=O)OCO3)C(=S)Nc1ccc(OC)cc1 | -1.0 | 3 | -2.3 | -10 | 5 | 13 | -12 | 16 | 8

Taken from the listing for reference:
SMILES | IMP-1 inhibitor | IDE cell inh | VIM-2 inhibitor | HCV NS3 hel inh | PfM18AAP inh | FID counter | pCIP destab | SUMO HTRF inh | IDE cell activ
O=C(NC1CCCCCC1)C1CCN(S(=O)(=O)c2ccccc2)CC1 | -1.0 | 2 | -0.8 | -5 | 7 | -10 | 2 | 13 | 4
O=C(Cc1ccc(Cl)cc1Cl)NCC1(N2CCOCC2)CCCCC1 | -2.6 | 8 | -0.1 | 4 | 1 | -4 | 4 | 18 | 1
C/C(=N\NC(=O)c1cccs1)c1ccc(C(=O)O)s1 | -2.5 | / | -1.8 | -1 | -4 | -5 | 3 | 0 | 2

(continued)
SMILES | IMP-1 inhibitor | IDE cell inh | VIM-2 inhibitor | HCV NS3 hel inh | PfM18AAP inh | FID counter | pCIP destab | SUMO HTRF inh | IDE cell activ
CCOc1cccc(C(=O)N2CCCN(C)CC2)c1 | -3.1 | 2 | -1.4 | -10 | 3 | -4 | -15 | 6 | 1
Clc1ccc(Cl)c(-c2nn3c(COc4ccccc4)nnc3s2)c1 | -2.3 | -4 | -1.1 | 11 | 15 | -7 | 28 | -2 | -3
Cc1ccccc1Cc1c(C)nc2c(C(=O)NCc3ccco3)cnn2c1C | -3.8 | 4 | -1.3 | 7 | 12 | -34 | 9 | 39 | 2
COC(=O)c1ccc(Cn2nc(-c3ccccc3)ccc2=O)cc1 | -2.8 | 7 | -1.9 | 2 | -6 | -30 | 10 | 2 | 0
Cc1cc2c3c(c1)C1(SCC(=O)N1c1ccc(F)cc1)C(=O)N3C(C)(C)CC2C (stereo unspecified) | -4.4 | 0 | -3.8 | 2 | -7 | -20 | -8 | 0 | 9
O=S(=O)(c1ccc(F)cc1)N1CCN(CCc2ccccc2)CC1 | -1.7 | -2 | 0.7 | 4 | -7 | -14 | 1 | -13 | -1
COc1ccc(OC)c(-n2cnc3cc(C(=O)O)ccc32)c1 | -1.5 | 5 | -2.9 | 3 | 0 | -2 | -5 | 14 | 6
CCOC(=O)CNC(=O)C1c2ccccc2C(=O)N(c2ccc(OC)cc2)C1c1ccc(OC)cc1 (stereo unspecified) | 1.9 | 0 | -1.3 | 18 | 8 | -43 | -14 | -3 | 7
Cc1ccc2[nH]c(=O)c(CN(CCc3ccccc3)C(=O)N3CCOCC3)cc2c1 | -3.2 | 5 | -3.8 | -4 | 6 | -4 | -8 | 13 | 6
CCCCn1c(N)c(N(CCOC)C(=O)CSc2n[nH]c(-c3ccc(OC)cc3)n2)c(=O)[nH]c1=O | -1.7 | -3 | -1.2 | -1 | -2 | -23 | -4 | 7 | 3
COc1ccc(OC)c(NC(=O)CCC(=O)Nc2nnc(C(C)C)s2)c1 | -3.8 | 1 | -0.7 | -1 | -6 | -35 | -17 | / | -6
O=S(=O)(NCCO)c1ccc2c(c1)Cc1cc(S(=O)(=O)NCCO)ccc1-2 | -3.5 | -1 | 0.9 | 12 | 2 | 0 | -2 | 1 | 3
COc1cc(C(=O)Nc2cc3c(cc2N2CCCCC2)n(C)c(=O)n3C)cc(OC)c1OC | -1.1 | 6 | -0.9 | -6 | 7 | -31 | 15 | -17 | 4
COc1cccc2sc(N(C)c3ccccc3)nc12 | -0.8 | 0 | -1.2 | -7 | 0 | -24 | -12 | -22 | 3
Cc1c(Cl)c([N+](=O)[O-])nn1Cc1ccc(C(=O)N/N=C\c2ccccn2)o1 | -2.0 | 10 | -0.9 | -4 | -6 | -5 | 3 | 1 | 2
Cc1ccc(Nc2ncnc3c2cnn3C)cc1 | 0.0 | 0 | -0.8 | 1 | -3 | -4 | -1 | 21 | -7
O=S(=O)(c1ccc2ccccc2c1)N1CCN(C2Cc3ccccc3C2)CC1 | -3.9 | 5 | -4.3 | -4 | -2 | 5 | 9 | 6 | 3
Cc1oc(-c2cccs2)nc1CSCC(=O)NC1CC1 | -0.8 | 8 | -1.2 | 2 | 4 | -7 | -17 | 25 | -5
CSc1ccccc1C(=O)NCC(c1ccco1)N1CCCCC1 (stereo unspecified) | -0.8 | 2 | -1.6 | 11 | -4 | 2 | -1 | -3 | -2
S=C(NCC(c1cccnc1)N1CCOCC1)NC1CCCCC1 (stereo unspecified) | -2.7 | -2 | -3.3 | 3 | 1 | -6 | -8 | -3 | -4
Cc1cc(C(=O)Cn2ncc(Cl)c(Cl)c2=O)c(C)n1CC(F)(F)F | -2.1 | -4 | 1.0 | 57* | 9 | -32 | -6 | 3 | 2
Cc1cc(C)cc(NC(=O)c2cc(S(=O)(=O)NCc3ccco3)ccc2F)c1 | -4.4 | -7 | -2.6 | 22 | -4 | -25 | -3 | -1 | 2
COc1ccc(Cc2nc(-c3ccc(Br)cc3)no2)cc1 | -4.9 | 5 | -3.6 | 0 | 4 | -1 | -5 | 2 | 1
COc1cc(C(C2=C(O)CC(C)(C)CC2=O)C2C(=O)CC(C)(C)CC2=O)cc(OC)c1OC (stereo unspecified) | -2.2 | 8 | -2.7 | -15 | 1 | -1 | 14 | -6 | /
COc1ccc(S(=O)(=O)n2c([N+](=O)[O-])cnc2C)c(C)c1C | -6.8 | 4 | 0.5 | -22 | -4 | 2 | 0 | 9 | 7
O=C(CSc1nncn1-c1ccccc1)NC1CCCc2ccccc21 (stereo unspecified) | 0.5 | -1 | -0.2 | -5 | 7 | -26 | -2 | 0 | -4
Cc1ccc(-c2nc(C(Cl)Cl)c3ccccc3n2)cc1 | -3.2 | -7 | -1.7 | -3 | -1 | 1 | 1 | -19 | 6
O=C(O)CCC(=O)NCc1ccc(F)cc1 | -0.4 | -1 | -0.8 | 5 | 8 | 3 | -10 | 11 | -1
CCN(CC)S(=O)(=O)c1cccc(C(=O)NC(Cc2c[nH]c3ccccc23)c2nnc3n2CCCCC3)c1 (stereo unspecified) | -2.5 | 4 | -2.1 | -13 | 0 | -34 | 2 | -11 | 3
O=S(=O)([N-]c1nc2ccccc2nc1-[n+]1ccc(Cc2ccccc2)cc1)c1ccc(Br)s1 | -1.6 | 11 | -3.1 | 26 | 3 | -36 | -28 | 21 | 5
CC(/C=N/NC(=O)c1nn(C)c(C)c1Br)=C\c1ccccc1 | -4.6 | -2 | -1.7 | -3 | -1 | -16 | -5 | 0 | 2
CN1CCN(C(=O)Nc2cccc3ccccc23)CC1 | -2.2 | -1 | 0.1 | -3 | 3 | 3 | 0 | 11 | -1
Cc1cc2c(c(=O)o1)C(CCC1CCCCC1)C(C#N)=C(N)O2 (stereo unspecified) | 11* | 5 | -2.0 | 39* | -1 | -16 | -14 | 4 | /
CC(=O)Nc1sc2c(c1C(c1ccccn1)N1CCCC1)CCCC2 (stereo unspecified) | -1.8 | 9 | 0.4 | 12 | 2 | 10 | -9 | 9 | 2
C/C(=N/OC(=O)c1ccccc1Br)c1ccc(C)cc1 | -5.4 | 8 | -2.0 | 18 | -6 | -24 | -7 | -13 | 2
Cc1nn(CCCC(=O)NCc2ccccc2)c(C)c1[N+](=O)[O-] | -3.2 | -1 | -3.8 | 4 | -3 | -5 | 6 | -8 | -2
Cn1c(=O)c2c(nc(NCCCN3CCOCC3)n2Cc2ccc(Cl)cc2)n(C)c1=O | -2.5 | 2 | 0.0 | 2 | -15 | 5 | 4 | 21 | 4
Cc1cc(NC(=O)CCN2CCC(C)CC2)ccc1Br | -2.0 | / | -0.7 | -21 | -3 | 10 | -9 | 13 | 7
CCNC(=S)NN(c1ccccc1)c1ccccc1 | -6.4 | 1 | -2.4 | 0 | -15 | -5 | -8 | 10 | 12
COc1ccc(C)cc1S(=O)(=O)N1CCC(C(=O)NC2CCCC2)CC1 | 0.9 | -4 | -1.7 | -1 | 1 | -35 | -12 | 0 | 1
Cc1cccnc1NC(=O)/C=C/c1ccc2c(c1)OCO2 | 1.6 | 2 | -1.2 | 0 | 2 | 4 | -13 | -11 | -4
O=C(Nc1nc(-c2ccccn2)cs1)c1ccc(Cl)s1 | -2.7 | 10 | -2.2 | -11 | -3 | -2 | -2 | -75 | -7
Cc1ccccc1NC(=O)c1ccc(F)c(S(=O)(=O)NCC2CCCO2)c1 (stereo unspecified) | -0.9 | -4 | 0.4 | 0 | -8 | 4 | -13 | 7 | 2
Cc1nn(-c2ccccc2)c(Cl)c1C(=O)OCC(=O)NCCc1ccccc1 | 0.7 | / | 1.2 | 8 | -9 | -43 | -10 | 1 | 3
COCCn1c(SCc2csc(-c3ccccc3)n2)nc2ccccc21 | -2.7 | 0 | -2.3 | -2 | -1 | -29 | 5 | 0 | 0
Cc1ccc(NS(=O)(=O)c2cccc3cccnc23)c(Br)c1 | -5.8 | 4 | -4.9 | -2 | -4 | -20 | -5 | -7 | 2
O=C(Nc1ccc(Cl)cc1)Nc1nnc(SCc2ccc(Cl)cc2)s1 | -2.2 | 3 | 0.0 | 0 | -8 | 2 | -3 | 2 | 1
Cc1ccc(OCC(=O)Nn2c(C)nc3ccccc3c2=O)c(C(C)C)c1 | -0.5 | -1 | 1.9 | -9 | -14 | -16 | -21 | 6 | -1
